GPR151 ag – activates the human receptor GPR151; Q8TDV0; PathHunter beta-arrestin GPR151 cells, luminescence; activation, % at 11.2 µM; 1% of 650,000 active; in the data active = activation above about 4.9%;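 note: 0% = median of compound wells and 100% = cells with positive control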
Target sequence (Q8TDV0 whole entry, looked up): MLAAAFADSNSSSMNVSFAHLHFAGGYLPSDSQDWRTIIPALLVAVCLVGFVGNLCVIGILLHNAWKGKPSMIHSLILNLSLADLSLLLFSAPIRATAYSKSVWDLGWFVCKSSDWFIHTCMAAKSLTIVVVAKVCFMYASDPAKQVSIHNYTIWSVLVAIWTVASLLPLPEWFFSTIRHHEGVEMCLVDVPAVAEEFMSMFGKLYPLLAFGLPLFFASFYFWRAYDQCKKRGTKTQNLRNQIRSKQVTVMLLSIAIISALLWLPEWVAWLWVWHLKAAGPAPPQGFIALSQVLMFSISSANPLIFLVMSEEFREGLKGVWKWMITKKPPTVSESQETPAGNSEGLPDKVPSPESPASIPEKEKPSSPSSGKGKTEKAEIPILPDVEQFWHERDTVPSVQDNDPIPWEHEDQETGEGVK
FBW7 activator – human FBW7 E3 ligase activation, primary screen | Q969H0 | AlphaScreen FBW7–phospho-cyclin E peptide binding, activator screen | normalized activity (activation), % at 26.1 µM | 0.13% of 650,000 active; in the data active = normalized activity above about 1.9%;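 note: purified mutant Fbw7 with reduced substrate affinity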
Target sequence (Q969H0 whole entry, looked up): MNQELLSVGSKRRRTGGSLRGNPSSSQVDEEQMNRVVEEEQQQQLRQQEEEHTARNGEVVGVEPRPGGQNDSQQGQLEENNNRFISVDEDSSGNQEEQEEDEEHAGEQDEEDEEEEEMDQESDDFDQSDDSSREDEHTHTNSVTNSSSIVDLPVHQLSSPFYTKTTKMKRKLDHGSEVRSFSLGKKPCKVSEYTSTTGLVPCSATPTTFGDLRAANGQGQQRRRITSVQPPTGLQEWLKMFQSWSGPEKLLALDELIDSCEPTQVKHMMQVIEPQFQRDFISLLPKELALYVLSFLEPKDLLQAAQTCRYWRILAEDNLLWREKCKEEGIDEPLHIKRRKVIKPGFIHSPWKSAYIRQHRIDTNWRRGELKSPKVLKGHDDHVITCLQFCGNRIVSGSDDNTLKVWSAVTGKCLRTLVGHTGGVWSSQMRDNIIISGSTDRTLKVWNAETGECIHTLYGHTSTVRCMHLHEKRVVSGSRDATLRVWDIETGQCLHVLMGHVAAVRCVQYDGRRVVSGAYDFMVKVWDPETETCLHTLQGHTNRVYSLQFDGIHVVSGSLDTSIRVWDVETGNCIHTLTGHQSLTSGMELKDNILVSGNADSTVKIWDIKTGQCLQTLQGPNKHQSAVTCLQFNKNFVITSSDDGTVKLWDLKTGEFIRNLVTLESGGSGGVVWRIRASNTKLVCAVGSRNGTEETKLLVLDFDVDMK
TEAD-YAP inh – TEAD-YAP interaction inhibition; HEK-TIYL cells, TEAD-Gal4/YAP UAS-luciferase luminescence; inhibition, % at 9.12 µM; 1.4% of 640,000 active; AID 1259422; in the data active = inhibition above about 32%;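 note: 0% = median of test compound wells and 100% = reference inhibitor wells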
MITF inh – blocks human microphthalmia-associated transcription factor; O75030; AlphaScreen MITF homodimerization, bead proximity signal; inhibition, % at 2.6 µM; 0.91% of 650,000 active; in the data active = inhibition above about 50%;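 note: 0% = vehicle wells with protein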
Active calls of the source: *.

What do the screens show for `Cn1c2c(c(=O)n(C)c1=O)C(c1cccc(OCc3ccccc3)c1)C1=C(CCCC1=O)N2` (stereo not drawn)?
GPR151 ag: -1.2; FBW7 activator: 0.3; TEAD-YAP inh: -2.8; MITF inh: 2.5

Results for CCOC(=O)c1c(NC(=O)COc2ccc(I)cc2)sc(C(C)=O)c1C ?
GPR151 ag: 0.3; FBW7 activator: 0.1; TEAD-YAP inh: 7.5; MITF inh: 7.2

How did COC(=O)C(CCCN1C(=O)c2ccccc2C1=O)(NC(C)=O)c1nn[nH]n1 (stereo not drawn) do in these assays?
GPR151 ag: -1.3; FBW7 activator: 0.3; TEAD-YAP inh: 2.5; MITF inh: 23.8

What do the screens show for `c1ccc(Oc2ccc(N=NN3CCOCC3)cc2)cc1`?
GPR151 ag: -0.2; FBW7 activator: 0.1; TEAD-YAP inh: -33.3; MITF inh: -7.7

Results for Cc1csc(NC(=O)C(=O)c2c[nH]c3ccccc23)n1 ?
GPR151 ag: -2.3; FBW7 activator: 0.0; TEAD-YAP inh: 1.4; MITF inh: 10.2

How did O=C(Nc1cccc(NC(=O)c2ccc(S(=O)(=O)N3CCOCC3)cc2)c1)c1ccc(S(=O)(=O)N2CCOCC2)cc1 do in these assays?
GPR151 ag: 1.4; FBW7 activator: 0.0; TEAD-YAP inh: -17.5; MITF inh: -11.6

What do the screens show for `O=C(CSc1nnc(-c2cccnc2)o1)Nc1ccc(Cl)c(Cl)c1`?
GPR151 ag: 0.3; FBW7 activator: 0.4; TEAD-YAP inh: -15.2; MITF inh: 10.4

Results for CC(=O)c1ccc(OC(C)C)c(CSc2nc(O)cc(=O)[nH]2)c1 ?
GPR151 ag: 2.7; FBW7 activator: -0.1; TEAD-YAP inh: -10.1; MITF inh: -4.5

Results for CCOC(=O)N1CCN(S(=O)(=O)c2ccc(C(=O)Nc3ccc4sccc4c3)cc2)CC1 ?
GPR151 ag: 0.7; FBW7 activator: 0.1; TEAD-YAP inh: 3.7; MITF inh: -7.2

Results for Cc1cc(C(=O)N/N=C/c2cc3c(cc2[N+](=O)[O-])OCO3)n[nH]1 ?
GPR151 ag: -1.4; FBW7 activator: 0.3; TEAD-YAP inh: -6.4; MITF inh: 11.7

Results for COc1ccc(-c2noc(NCCN3CCN(c4ccc(OC)cc4)CC3)n2)cc1 ?
GPR151 ag: -2.2; FBW7 activator: 0.1; TEAD-YAP inh: 4.3; MITF inh: -4.4

What do the screens show for `COc1ccc([N+](=O)[O-])cc1C1OCC(CO)([N+](=O)[O-])CO1` (stereo not drawn)?
GPR151 ag: 0.4; FBW7 activator: 0.1; TEAD-YAP inh: 4.2; MITF inh: 3.2

How did O=C(Cc1ccccc1)Nc1cccc(-c2cn3ccccc3n2)c1 do in these assays?
GPR151 ag: -1.2; FBW7 activator: 0.1; TEAD-YAP inh: -35.9; MITF inh: 2.2

How did O=C(c1ccccc1)N1CCC(N2CCN(Cc3ccccc3)CC2)CC1 do in these assays?
GPR151 ag: -2.3; FBW7 activator: 0.4; TEAD-YAP inh: 10.8; MITF inh: 83.1*

What do the screens show for `COC(=O)C1=C(C(=O)OC)SC2(S1)C(C(=O)OC)=C(C(=O)OC)SC1=C2c2ccccc2N(C(=O)c2ccccc2)C1(C)C`?
GPR151 ag: -0.5; FBW7 activator: 0.1; TEAD-YAP inh: 0.5; MITF inh: -0.7

Results for Cc1ccccc1CN1CCN(Cc2ccncc2)CC1 ?
GPR151 ag: 1.4; FBW7 activator: -0.1; TEAD-YAP inh: -6.6; MITF inh: 60.0*

Results for Cn1c(=NC(=O)c2cccc([N+](=O)[O-])c2)sc2cccc(F)c21 ?
GPR151 ag: 0.7; FBW7 activator: 0.1; TEAD-YAP inh: 5.5; MITF inh: 15.0

How did CC1=NN(c2ccc(C(=O)O)cc2)C(=O)/C1=C\c1ccc(N(C)C)c([N+](=O)[O-])c1 do in these assays?
GPR151 ag: -0.1; FBW7 activator: 0.0; TEAD-YAP inh: 9.6; MITF inh: 21.5

How did COc1cccc(NC(=O)Cc2nnc(SCC(=O)c3ccccc3)n2C)c1 do in these assays?
GPR151 ag: 2.9; FBW7 activator: -0.1; TEAD-YAP inh: 4.2; MITF inh: -6.4

What do the screens show for `CCN(CC)C(=O)C(=O)Nc1cccc([N+](=O)[O-])c1`?
GPR151 ag: -4.3; FBW7 activator: 0.0; TEAD-YAP inh: -55.9; MITF inh: -13.8

How did CC(=O)N1CCc2cc(S(=O)(=O)Nc3c(C)cc(C)cc3C)ccc21 do in these assays?
GPR151 ag: 0.6; FBW7 activator: -0.2; TEAD-YAP inh: 7.9; MITF inh: -0.7

What do the screens show for `COC(=O)c1cc(C(=O)OCC(=O)N(c2ccccc2)C(C)C)cc([N+](=O)[O-])c1`?
GPR151 ag: 0.8; FBW7 activator: -0.1; TEAD-YAP inh: 0.0; MITF inh: 1.0

What do the screens show for `COc1ccc(NC(=O)c2sc3nc4c(cc3c2N)C(=O)CCC4)cc1`?
GPR151 ag: 10.1*; FBW7 activator: -0.1; TEAD-YAP inh: 5.4; MITF inh: 4.5

How did NNC(=O)CNC(=O)c1ccc(Cl)cc1Cl do in these assays?
GPR151 ag: 1.5; FBW7 activator: 0.3; TEAD-YAP inh: 0.6; MITF inh: -4.8

Results for CCc1ccc(CN2CCN(S(=O)(=O)c3ccc(C)cc3)CC2)cc1 ?
GPR151 ag: 1.4; FBW7 activator: 0.7; TEAD-YAP inh: -0.2; MITF inh: 58.1*

What do the screens show for `CC(=O)Nc1cc(C(=O)O)ccc1S(=O)(=O)c1ccc(Cl)cc1`?
GPR151 ag: -0.2; FBW7 activator: -0.3; TEAD-YAP inh: -1.0; MITF inh: -10.5

How did COc1ccc(NC(=S)NCCc2c[nH]c3ccccc23)cc1 do in these assays?
GPR151 ag: 1.0; FBW7 activator: -0.2; TEAD-YAP inh: -6.7; MITF inh: 4.4

How did COc1ccc(S(=O)(=O)N2CCN(c3cc(-n4ccnc4)nc(C)n3)CC2)cc1Cl do in these assays?
GPR151 ag: -0.8; FBW7 activator: 0.5; TEAD-YAP inh: 13.0; MITF inh: 5.4

What do the screens show for `Cc1ccc(N(C(=O)c2cccc(C(F)(F)F)c2)C2C=CS(=O)(=O)C2)cc1` (stereo not drawn)?
GPR151 ag: -1.0; FBW7 activator: 1.2; TEAD-YAP inh: -0.6; MITF inh: 18.6

What do the screens show for `CCCC(=O)NC(=S)Nc1cc(Cl)ccc1N1CCN(C(=O)CC)CC1`?
GPR151 ag: 1.1; FBW7 activator: 0.0; TEAD-YAP inh: -13.8; MITF inh: 9.1

Quoted at random: two compounds from above.
What do the screens show for `CCN(CC)C(=O)C(=O)Nc1cccc([N+](=O)[O-])c1`?
GPR151 ag: -4.3; FBW7 activator: 0.0; TEAD-YAP inh: -55.9; MITF inh: -13.8

What do the screens show for `COC(=O)c1cc(C(=O)OCC(=O)N(c2ccccc2)C(C)C)cc([N+](=O)[O-])c1`?
GPR151 ag: 0.8; FBW7 activator: -0.1; TEAD-YAP inh: 0.0; MITF inh: 1.0

Additional entries follow:
How did COc1ccc(S(=O)(=O)NCCc2sc(-c3ccccc3)nc2C)cc1F do in these assays?
GPR151 ag: 0.4; FBW7 activator: -0.2; TEAD-YAP inh: -10.2; MITF inh: -6.6

What do the screens show for `O=C(COc1ccc(-c2ccccc2)cc1)NCc1ccc2c(c1)OCO2`?
GPR151 ag: 2.1; FBW7 activator: 0.0; TEAD-YAP inh: 0.0; MITF inh: 6.3

What do the screens show for `COc1ccc([N+](=O)[O-])cc1NC(=O)c1ccc2c(c1)C(=O)N(C(C)(C)C)C2=O`?
GPR151 ag: 0.5; FBW7 activator: 0.1; TEAD-YAP inh: 14.4; MITF inh: 3.9

How did NC1=NC(=O)/C(=C\c2ccc(Cl)cc2Cl)S1 do in these assays?
GPR151 ag: -0.5; FBW7 activator: -0.2; TEAD-YAP inh: -1.9; MITF inh: -16.1

How did COc1ccc(CCNC(=O)CCCn2c(SCc3ccccc3Cl)nc3cc4c(cc3c2=O)OCO4)cc1OC do in these assays?
GPR151 ag: -1.1; FBW7 activator: 0.1; TEAD-YAP inh: -8.8; MITF inh: 10.6

What do the screens show for `COC(=O)COc1ccc(S(=O)(=O)NCCC2=CCCCC2)cc1Cl`?
GPR151 ag: 0.8; FBW7 activator: 0.1; TEAD-YAP inh: -0.1; MITF inh: -0.5

Results for Cc1ccc(N(CC(=O)N(C)C)S(=O)(=O)c2ccccc2)cc1 ?
GPR151 ag: -1.5; FBW7 activator: -0.1; TEAD-YAP inh: 19.4; MITF inh: 1.7

Results for CCOc1ccccc1NC(=O)NCC(c1ccc(N(C)C)cc1)N1CCN(C)CC1 (stereo not drawn) ?
GPR151 ag: -0.3; FBW7 activator: 0.1; TEAD-YAP inh: -7.0; MITF inh: 5.9

Results for CCN1CCN(C(=O)Cn2cc(NC(=O)CSc3ccccc3)cn2)[C@@H](C)C1=O ?
GPR151 ag: 0.2; FBW7 activator: 0.0; TEAD-YAP inh: -0.6; MITF inh: 5.0

How did CC1=CC(=O)C(C(=O)/C=C/c2ccc3c(c2)OCO3)C(=O)O1 (stereo not drawn) do in these assays?
GPR151 ag: -6.4; FBW7 activator: 0.1; TEAD-YAP inh: -37.0; MITF inh: 3.7

How did Cc1cc(C)cc(N(CC(=O)Nc2ccc(C(N)=O)cc2)S(C)(=O)=O)c1 do in these assays?
GPR151 ag: -0.1; FBW7 activator: 0.0; TEAD-YAP inh: -4.4; MITF inh: -2.5

Results for Cc1cccc(NC(=S)NC(=O)c2ccco2)n1 ?
GPR151 ag: -1.1; FBW7 activator: -0.1; TEAD-YAP inh: -5.4; MITF inh: 16.8

How did CCOC(=O)c1sc(N)c(C#N)c1CSc1nnc(-c2ccc(OC)cc2)n1CC do in these assays?
GPR151 ag: 0.2; FBW7 activator: 0.2; TEAD-YAP inh: 2.1; MITF inh: -11.7

Results for C=CCn1c(SCc2nc3ccccc3[nH]2)nc2sc3c(c2c1=O)CCCC3 ?
GPR151 ag: 0.0; FBW7 activator: 0.2; TEAD-YAP inh: 0.5; MITF inh: 2.5

Results for CCOC(=O)c1c(N)sc2c1CCN(C(C)=O)C2 ?
GPR151 ag: -0.9; FBW7 activator: 0.0; TEAD-YAP inh: 2.7; MITF inh: 0.3

What do the screens show for `COc1ccc(C2(O)CCN(CC(=O)NC3CC3)CC2)cc1`?
GPR151 ag: 0.8; FBW7 activator: 0.8; TEAD-YAP inh: -6.5; MITF inh: 18.2

Results for Cc1cc(C)c2c(c1)SC1=NS(=O)(=O)CCN12 ?
GPR151 ag: 0.4; FBW7 activator: 0.5; TEAD-YAP inh: 5.1; MITF inh: 12.1

How did Cc1ccc(N2CC(C(=O)Nc3cccc(F)c3)CC2=O)cc1 (stereo not drawn) do in these assays?
GPR151 ag: 1.9; FBW7 activator: 0.2; TEAD-YAP inh: 1.8; MITF inh: -4.6

Results for O=C1CN(c2ncnc3c2cnn3-c2ccc(Cl)cc2)CC(=O)N1CCc1ccccc1 ?
GPR151 ag: -2.5; FBW7 activator: 0.8; TEAD-YAP inh: 6.6; MITF inh: 12.1

What do the screens show for `O=C(CN1CCN(c2cccc(Cl)c2)CC1)Nc1ccc(Cl)c([N+](=O)[O-])c1`?
GPR151 ag: 0.7; FBW7 activator: -0.1; TEAD-YAP inh: 2.0; MITF inh: 6.0

How did CCOCCOC(=O)C1=C(C)NC(=O)NC1c1cccc([N+](=O)[O-])c1 (stereo not drawn) do in these assays?
GPR151 ag: -1.0; FBW7 activator: -0.1; TEAD-YAP inh: -3.8; MITF inh: 1.2

How did CCc1ccc(OCc2n[nH]c(=S)n2C)cc1 do in these assays?
GPR151 ag: -1.8; FBW7 activator: 0.3; TEAD-YAP inh: 0.4; MITF inh: -2.8

Results for CCCCOC(=O)Cn1c(=O)c2c(nc(N3CCCCC3)n2C)n(C)c1=O ?
GPR151 ag: -0.4; FBW7 activator: -0.1; TEAD-YAP inh: 3.7; MITF inh: 13.4

How did CCN(Cc1ccccc1)S(=O)(=O)c1ccc(F)c(C(=O)Nc2cccc(Cl)c2Cl)c1 do in these assays?
GPR151 ag: -0.6; FBW7 activator: -0.2; TEAD-YAP inh: -2.0; MITF inh: -8.6

How did CC(C)(C)c1ccc(OCc2nc(-c3ccncc3)no2)c(Br)c1 do in these assays?
GPR151 ag: -1.2; FBW7 activator: -0.1; TEAD-YAP inh: -58.5; MITF inh: 2.6

How did CCc1ccc2occ(CC(=O)Nc3ccc(C(=O)OC)cc3)c2c1 do in these assays?
GPR151 ag: -1.4; FBW7 activator: -0.3; TEAD-YAP inh: 1.9; MITF inh: -12.5

Results for O=C(Nc1ccc(F)cc1)c1cnc(N2CCN(c3ccccn3)CC2)c2ccccc12 ?
GPR151 ag: -0.1; FBW7 activator: -0.1; TEAD-YAP inh: 0.0; MITF inh: 16.5

How did COc1ccc(S(=O)(=O)Nc2ccc(C)cn2)cc1 do in these assays?
GPR151 ag: -2.0; FBW7 activator: 2.5*; TEAD-YAP inh: -9.0; MITF inh: 10.8

Results for O=C(NCc1cccc(C(F)(F)F)c1)c1ccc2nc(NCCCN3CCCC3=O)sc2c1 ?
GPR151 ag: -1.7; FBW7 activator: 0.0; TEAD-YAP inh: 2.8; MITF inh: 12.7

Three compounds from above, ordered by heavy-atom count, rising:
Results for Cc1cc(C)c2c(c1)SC1=NS(=O)(=O)CCN12 ?
GPR151 ag: 0.4; FBW7 activator: 0.5; TEAD-YAP inh: 5.1; MITF inh: 12.1

Results for CCCCOC(=O)Cn1c(=O)c2c(nc(N3CCCCC3)n2C)n(C)c1=O ?
GPR151 ag: -0.4; FBW7 activator: -0.1; TEAD-YAP inh: 3.7; MITF inh: 13.4

Results for O=C1CN(c2ncnc3c2cnn3-c2ccc(Cl)cc2)CC(=O)N1CCc1ccccc1 ?
GPR151 ag: -2.5; FBW7 activator: 0.8; TEAD-YAP inh: 6.6; MITF inh: 12.1
